LYP inhibition – PTPN22 lymphoid phosphatase activity blockers – biochemical, fluorescence intensity, uHTS (AID 1779). 0.054% of 290,000 active. recombinant LYP phosphatase, fluorescence intensity; higher % means a stronger effect. one-dose inhibition, % at 11.5 µM; IC50 in µM for titrated hits; in the data active means inhibition above about 50%;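 further: plate controls were vehicle with enzyme for no effect and no enzyme for full effect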
MgcRacGAP inhibition – MgcRacGAP GTPase-activating activity inhibitors, confirmation, biochemical, ADP Hunter fluorescence. 0.6% of 340,000 active. AID 624330. one-dose inhibition, % at 30 µM; IC50 in µM for titrated hits. MgcRacGAP-stimulated Rac1 GTP hydrolysis, ADP Hunter fluorescence; higher % means a stronger effect; GST-tagged Rac1 F28L mutant substrate;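 active means first-screen hits whose inhibition reached a set limit at any dose in the follow-up dose series; inconclusive means inhibition above the set first-screen limit but never retested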;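 further: fluorescence reports GDP produced by GAP-driven GTP hydrolysis; strong numbers were not always called active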
Large T inhibition – SV40 large T antigen inhibitors, biochemical (AID 1903); SV40 large T antigen ATPase/helicase inhibition assay; higher % means a stronger effect; inhibition, % at 20 µM, or IC50 in µM where a hit was titrated; 0.39% of 310,000 active; in the data active means a potency from the dose series; inconclusive means inhibition mostly from about 32% at the one dose, without a potency; inactive means the rest, 99 in 100 with inhibition below about 32%; further: strong numbers were not always called active
GPR35 arrestin U2OS – GPR35 antagonists blocking zaprinast-driven arrestin recruitment, primary screen, imaging, U2OS, beta-arrestin-GFP, zaprinast agonist (AID 2058) | U2OS GPR35 beta-arrestin-GFP translocation imaging, zaprinast antagonism; higher % means a stronger effect | inhibition, % at 10 µM, or IC50 in µM where a hit was titrated | 0.052% of 290,000 active;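 active means inhibition of at least 50% with at least 30 cells and total cytoplasm GFP at most 10,000,000; inconclusive means under 30 cells or total GFP of 10,000,000 plus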
T cell modulator – modulates CD8 T cell binding to vesicles | 2C CD8+ T cell-vesicle binding, flow cytometry; active compounds read low | calls only at 7 µM | 0.068% of 330,000 active;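 active means response, share of CD8 T cells binding vesicles, and their 90th percentile fluorescence all below set limits, cut at about 80% in these data, passing the limit was not always enough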
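Also added: QL9-peptide-loaded Drosophila micro-vesicles bearing Ld, ICAM-1 and B7-1; Test system: purified 2C TCR transgenic mouse naive CD8+ T cells; Measured by: cytometric PE anti-B7-1 and Alexa647 anti-CD8 signals after 1% paraformaldehyde fixation; Timing: binding step 1.5 h, 37 °C, antibody labelling 20 min, ice.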
NTR1 agonist – NTR1-driven beta-arrestin-GFP spot formation – imaging, U2OS cells, high content, primary screen (AID 493036) | agonist mode | activation, % at 20 µM | 0.17% of 330,000 active;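 active means activation at or above 40% of the spot to cytoplasm intensity ratio, with at least 20 cells analyzed; inconclusive means wells under 20 cells, flagged as cytotoxic or low count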;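 further: 0% = DMSO without peptide and 100% = 100 nM NTR1 peptide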
Target sequence (P30989 whole entry, looked up): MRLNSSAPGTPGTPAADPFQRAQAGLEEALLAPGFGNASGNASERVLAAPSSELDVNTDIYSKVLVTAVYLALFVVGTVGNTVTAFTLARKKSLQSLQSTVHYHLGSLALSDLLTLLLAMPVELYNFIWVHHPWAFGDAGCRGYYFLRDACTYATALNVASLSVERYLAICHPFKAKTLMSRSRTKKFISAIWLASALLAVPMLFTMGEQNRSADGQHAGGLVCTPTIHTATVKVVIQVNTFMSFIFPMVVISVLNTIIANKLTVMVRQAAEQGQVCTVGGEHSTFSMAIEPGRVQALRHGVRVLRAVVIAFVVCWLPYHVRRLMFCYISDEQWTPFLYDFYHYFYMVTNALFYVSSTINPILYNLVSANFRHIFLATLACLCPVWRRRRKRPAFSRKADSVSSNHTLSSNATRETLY
Lipid droplet – hepatic lipid droplet formation modulation. AML12 mouse hepatocytes, oleate lipid droplets, BODIPY imaging. inhibition, % at 6.5 µM. 0.4% of 240,000 active. AID 1656;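 active means lipid droplet intensity inhibited by at least 50%, with more than 500 cells counted; inconclusive means wells with under 300 cells, treated as cytotoxic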
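Assay system: AML12 hepatocytes (mouse) / Also added: 100 µM oleic acid challenge / Times: overnight treatment with compound plus oleate / Detection: high-content imaging of BODIPY-stained droplets and DAPI nuclei / Evaluation: % inhibition of lipid droplet signal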
GPR55 antagonists – GPR55 antagonists blocking LPI-driven arrestin recruitment, primary screen, imaging, U2OS, beta-arrestin-GFP, LPI agonist (AID 2013) | U2OS GPR55 beta-arrestin-GFP translocation imaging, LPI antagonism; higher % means a stronger effect | one-dose inhibition, % at 10 µM; IC50 in µM for titrated hits | 0.13% of 290,000 active;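 active means spots per cell inhibited over 60%, with over 100 cells counted and total cytoplasm intensity under 500,000; inconclusive means wells with under 100 cells, flagged as likely toxic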;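 further: U2OS cells stably carrying GPR55 and arrestin-GFP stimulated by 5 µM LPI near EC80; imaged beta-arrestin-GFP aggregate spots per cell after agonist stimulation; plate controls were LPI-stimulated DMSO wells for no effect and DMSO wells without LPI for full effect; some results filed as inactive read as strong as hits; confirmed hits need IC50 under 10 µM and bright autofluorescent wells are also inconclusive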
GPR55 beta-arrestin – selective activators of receptor GPR55 – imaging, U2OS cells, beta-arrestin-GFP redistribution, primary screen (AID 1961). U2OS GPR55 beta-arrestin-GFP redistribution imaging; higher % means a stronger effect. activation, % at 10 µM, or EC50 in µM where a hit was titrated. 0.048% of 290,000 active;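 active means activation above 40% with more than 50 cells counted in the well; inconclusive means wells holding fewer than 50 cells, flagged as toxic or sparse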;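 further: U2OS osteosarcoma cells stably expressing GPR55 and beta-arrestin-GFP; plate controls were DMSO negative control for no effect and LPI positive control for full effect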
Lipid droplet cells 6.5 µM – also measured in Lipid droplet; calls as there; cell count; measured here: cell count, cytotoxicity flag;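 cells counted across two imaged fields per well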
T cell modulator vesicle-bound % – further read-out of T cell modulator, marked with its call; double positive events, %; measured here: CD8+ vesicle-bound cell fraction;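 binding gate set so that unloaded-vesicle control wells show 10% double positive cells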
NTR1 agonist cell count 20 µM – recorded beside NTR1 agonist, whose call it bears; cell count; measured here: cell count, cytotoxicity flag
* marks the source's active call; other numbers are inactive results; i = inactive; ? = inconclusive; / = not tested or not shown; + = active, no number.

SMILES	LYP inhibition	MgcRacGAP inhibition	Large T inhibition	GPR35 arrestin U2OS	T cell modulator	T cell modulator vesicle-bound %	NTR1 agonist	NTR1 agonist cell count 20 µM	Lipid droplet	Lipid droplet cells 6.5 µM	GPR55 antagonists	GPR55 beta-arrestin
N#CC(C(=O)NCCc1ccccc1)c1nc2ccccc2nc1N1CCCCC1 (stereo not given)	-7%	3%	3%	-2%	i	53	6.1	35	/	/	0%	-0.1%
CC1=C(C(=O)Nc2ccccc2C)C(c2ccc(C)o2)N2C(=O)CSC2=N1 (stereo not given)	6%	9%	10%	-2%	i	52	4.2	81	-7	651	18%	0.7%
O=C(Nc1nnc(-c2ccco2)s1)C1CCN(S(=O)(=O)c2ccc(Cl)cc2)CC1	2%	1%	10%	14%	i	37	9.8	46	/	/	7%	-0.2%
CCOc1ccc(S(=O)(=O)Nc2ccc3c(c2)OCO3)cc1	-8%	5%	3%	-2%	i	16	-0.8	37	6	782	2%	0.2%
Cc1cc(C)c(C(=O)COC(=O)c2cccc(S(=O)(=O)NCc3ccccc3)c2)cc1C	2%	7%	-1%	-9%	i	39	4.4	54	17	683	22%	0.3%
COc1ccc(-c2cccc(NS(=O)(=O)c3cccc([N+](=O)[O-])c3)c2)nn1	/	4%	8%	/	i	50	1.2	48	/	/	/	/
O=S(=O)(Nc1nc2ccccc2nc1Nc1ccc2c(c1)OCO2)c1ccc(F)cc1	-2%	3%	0%	4%	i	63	15	42	6	712	7%	0.5%
Cc1cc2nc(C3CCCN(C(=S)Nc4ccccc4)C3)[nH]c2cc1C (stereo not given)	-12%	19%	4%	13%	i	13	0.7	55	/	/	-2%	0.0%
CCOC(=O)c1ccc(NC(=O)CSc2nnc(COc3ccccc3OC)n2CC)cc1	-9%	3%	3%	2%	i	4	1.2	33	/	/	-9%	0.1%
Fc1ccc(C2CCCN2Cc2nc(Cc3ccccc3)no2)cc1 (stereo not given)	-1%	10%	21%	0%	i	43	-0.5	55	-19	682	16%	-0.1%
Cc1cccc(-n2cc(-c3ccccc3)[nH]c2=S)c1	-2%	15%	17%	13%	i	30	0.4	80	/	/	10%	-0.1%
O=C(NCCN1CCOC1=O)C1CCC(=O)N(CCc2ccc(Cl)cc2)C1 (stereo not given)	-7%	11%	7%	-4%	i	29	-0.9	81	2	836	3%	-0.1%
N#Cc1c(NC(=O)c2cnccn2)sc2c1CCCC2	3%	12%	33%	-16%	i	26	-0.3	63	-9	672	-13%	-0.2%
O=C1OCC2=C1C(c1ccc(F)cc1)CC(=O)N2c1ccc(F)cc1 (stereo not given)	0%	0%	4%	5%	i	54	3.0	51	-19	679	7%	0.0%
CNCC(O)Cn1c2c(c3ccccc31)CCCC2 (stereo not given)	-3%	5%	-4%	21%	i	64	-0.5	90	0	720	5%	-0.1%
CC(=O)Oc1cccc(N2C(=O)C3C(C2=O)C2C=CC3C23CC3)c1 (stereo not given)	-13%	2%	-8%	11%	i	32	-1.0	73	/	/	-9%	0.3%
Cc1c(O)ccc(NS(=O)(=O)c2ccccc2)c1C	-2%	5%	27%	-1%	i	58	0.3	52	-13	670	1%	-0.1%
COc1ccc2c(c1OC)C(=O)N(c1cccc(C)c1)C2=O	-7%	12%	5%	16%	i	12	-1.0	37	/	/	14%	-0.2%
CCCCc1ccc(-c2csc(/C(C#N)=C\c3ccco3)n2)cc1	12%	7%	21%	-7%	i	58	0.3	83	3	702	0%	-0.2%
Oc1c(C(Nc2nc3ccccc3s2)c2ccco2)ccc2cccnc12 (stereo not given)	0%	-2%	18%	16%	i	28	2.1	32	/	/	-4%	-0.3%
COc1ccc(-n2c(SCC(=O)Nc3nccs3)nnc2-c2ccoc2C)cc1	-1%	11%	0%	-6%	i	32	-2.3	76	-13	726	19%	-0.1%
CC(=O)Nc1c(C(=O)O)[nH]c2ccccc12	-5%	0%	17%	0%	i	20	0.2	41	-4	721	-7%	-0.1%
O=[N+]([O-])c1cccc(-n2nnnc2CN2CCCCCC2)c1	-6%	10%	8%	1%	i	10	0.3	80	-28	683	12%	0.6%
COC(=O)c1cc(C#N)c(Oc2ccc(OC)cc2)nc1C	0%	9%	8%	14%	i	54	-0.2	60	/	/	0%	-0.1%
Cc1[nH]nc2c1C(c1cnn(C)c1)C(C#N)=C(N)O2 (stereo not given)	6%	-3%	14%	-8%	+	1.7*	-1.1	52	-15	640	-11%	-0.5%
Cc1ccc(C(=O)Nc2ccc(S(=O)(=O)NCc3ccco3)cc2)cc1	-8%	4%	4%	-9%	i	32	-0.1	83	-2	816	-4%	0.2%
CC(=O)Nc1cccc(NC(=O)CSc2nc3ccccc3o2)c1	-9%	4%	4%	-9%	i	46	-0.4	59	1	747	-5%	-0.1%
Cc1nn(Cc2ccccc2)c(Cl)c1/C=C/C(=O)OC(C(=O)NC(N)=O)C(C)C (stereo not given)	1%	6%	4%	7%	i	32	-0.4	30	-9	676	7%	-0.1%
C=CCNC1=C(Cl)C(=O)N(c2cccc(Cl)c2Cl)C1=O	-6%	1%	4%	15%	i	17	0.9	73	/	/	19%	0.1%
O=C(COC(=O)Cc1c[nH]c2ccccc12)NC1CCS(=O)(=O)C1 (stereo not given)	/	8%	7%	/	i	21	1.1	64	/	/	/	/
O=[N+]([O-])c1cn(-c2nc(-c3ccco3)cc(C(F)(F)F)n2)cn1	-7%	6%	7%	-4%	i	22	-2.1	88	-2	635	-4%	-0.1%
CCN(CC(=O)Nc1ccc(NC(C)=O)cc1)C(=O)c1cccc(S(=O)(=O)N2CCCC2)c1	/	5%	19%	/	i	17	-1.0	65	/	/	/	/
CC(C(=O)N1CCN(C(=O)c2ccco2)CC1)n1sc2ccccc2c1=O (stereo not given)	-15%	-16%	1%	3%	i	10	0.3	52	-24	778	-15%	-0.1%
C=CCOc1ccc(CNc2ccc3[nH]c(=O)[nH]c3c2)cc1	-10%	?	?	7%	i	30	-2.0	57	-6	718	4%	-0.1%
CC(=O)NS(=O)(=O)c1ccc(N=c2ssc3c2-c2cc(C)c(C)cc2NC3(C)C)cc1	4%	18%	34%	-8%	i	14	7.7	42	18	624	10%	-0.4%
Cc1csc(NC(=O)c2cn3ccccc3n2)n1	-1%	-9%	10%	13%	i	30	0.2	61	-19	665	11%	-0.4%
COC(=O)c1cnn(-c2nc(-c3ccccc3)cs2)c1N	-6%	/	21%	1%	i	52	6.2	80	/	/	8%	-0.2%
COc1cccc(CNc2ncn[nH]2)c1OCc1ccc(F)cc1	4%	7%	7%	-2%	i	64	0.3	58	-22	713	13%	0.5%
O=C1C(C=NCc2ccco2)=C(O)c2ccccc21	-5%	7%	63%	14%	i	49	-1.0	44	/	/	-7%	-1.0%
CC(=O)c1ccc(N2CCN(C(=O)c3nn(C)c4c3CS(=O)(=O)c3ccccc3-4)CC2)cc1	-7%	-9%	/	2%	i	20	0.4	54	5	793	5%	-0.1%
CN1CCc2nc3sc(C(=O)NCc4ccccc4)c(N)c3cc2C1	-10%	13%	3%	-3%	i	61	0.8	59	-2	655	-3%	-0.1%
CC1=CC(C)C(COC(=O)CN2CCCCC2)C(C)C1 (stereo not given)	0%	1%	14%	10%	i	36	0.0	61	-37	727	0%	-0.2%
CCCc1cc(=O)[nH]c(SCC(=O)c2cc(C)n(CCC)c2C)n1	-7%	-1%	4%	8%	i	34	0.8	51	/	/	19%	0.2%
CCCCn1c(=N)n(CCOc2ccc(C)cc2)c2ccccc21	-11%	8%	10%	-11%	i	42	6.9	50	-13	626	19%	-0.1%
CC1CC(C)CN(c2oc(-c3ccco3)nc2C#N)C1 (stereo not given)	2%	0%	-3%	16%	i	49	-0.5	73	-3	726	3%	-0.1%
CCN(C(=O)COC(=O)CNC(=O)c1sc2ccccc2c1Cl)C1CCCCC1	/	6%	8%	/	i	45	-0.3	46	/	/	/	/
CC(C)CN1CCC(=O)N(CCOc2ccccc2)CC1	-8%	3%	5%	-1%	i	54	0.1	50	/	/	2%	-0.3%
Clc1ccsc1-c1csc(-c2cccnc2)n1	-7%	11%	-4%	-12%	i	32	2.1	64	26	801	-5%	0.2%
CCN(CC)CCOc1nnc(-c2ccc(OC)cc2)c2ccccc12	-9%	9%	6%	-10%	i	15	0.0	102	3	801	9%	-0.2%
Oc1ccc(N=Cc2sc3ccccc3c2Cl)cc1	-12%	28%	18%	-4%	i	44	13	48	2	606	2%	0.1%
CCOCCCNC(=O)c1cc(C)nn1-c1ccccc1	-2%	1%	13%	6%	i	38	-1.2	82	3	664	9%	0.6%
Cc1cnc(C(=O)OCC(=O)c2c(N)n(CC(C)C)c(=O)n(C)c2=O)cn1	/	2%	22%	/	i	16	1.3	62	/	/	/	/
Cc1ccn2c(NC(C)(C)C)c(-c3cccs3)nc2c1	-2%	11%	16%	9%	i	63	1.2	89	-13	623	12%	0.2%
Cc1ccc(NC(=O)CSc2nnc(-c3ccc(S(=O)(=O)N4CCCC4)cc3)o2)cc1C	0%	0%	9%	-6%	i	58	46*	77*	/	/	0%	-0.2%
C=C(C)Cn1c(SCC(=O)N/N=C/c2ccccc2OCC(=O)O)nnc1-c1ccc(Br)cc1	1%	8%	13%	0%	i	29	0.9	62	-11	658	2%	-0.2%
COC(=O)c1csc(S(=O)(=O)N2CCOCC2)c1OC	-8%	12%	9%	1%	i	8	0.5	69	6	823	11%	-0.1%
COc1ccc(C(=O)Nc2cc(C)nn2-c2cccc(F)c2)cc1	-10%	8%	10%	-9%	i	53	0.6	92	-20	766	8%	0.3%

Source: PubChem (several laboratories)
